Source: PubChem BioAssay
AID inhibitor = inhibitors of human activation induced cytidine deaminase | Q9GZX7 | AID deamination FRET fluorescence, UDG-coupled, 4 h | Potency, µM (titrated, usually from 115 µM), without a hit: at the highest dose activity change, negative = inhibition, hits mostly inhibitors | actives 0.32% (n = 91,000) | AID 1347428; also: nearly all actives have a fitted effect of over 25% in size
Target sequence (Q9GZX7 whole entry, looked up): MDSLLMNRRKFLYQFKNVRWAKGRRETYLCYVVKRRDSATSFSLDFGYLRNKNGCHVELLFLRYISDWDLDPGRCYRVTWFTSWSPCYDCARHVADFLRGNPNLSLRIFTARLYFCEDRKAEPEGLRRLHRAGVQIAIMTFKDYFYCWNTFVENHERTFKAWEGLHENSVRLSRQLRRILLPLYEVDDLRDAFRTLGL
UDG counter = counter-screen for AID inhibitors: uracil-DNA glycosylase inhibition; FRET deamination/UDG coupled assay, UDG read, 4 h; actives 0.14% (n = 91,000); Potency, µM (doses to about 115 µM), inactives show at the highest dose activity change, negative = inhibition, usual class: inhibitors; also: nearly all actives have a fitted effect of over 65% in size
Starred values were filed as active, the others as inactive; ? = inconclusive; [ ] = another dose, or the depositor's remark. Calls follow the shape of the dose curve; as a rule, active = well fitted curve in the direction sought with a large enough effect; inconclusive = small, poorly fitted or top-dose-only effect, or another doubt; inactive = no such curve, though single readings can be large; an effect the other way counts as inactive or inconclusive. % is scaled to controls: 0 for no effect and ±100 for the full control effect; potency is read from the fitted curve at half-maximal effect.

SMILES	AID inhibitor	UDG counter
CCOC(=O)c1ccc(NC(=O)c2ccc3c(c2)NC(=O)c2ccccc2S3)cc1	-15.0%	-0.3%
COc1ccc(/C=C2\Oc3cc(OS(=O)(=O)c4ccc(C)cc4)ccc3C2=O)cc1OC	-3.3%	-1.2%
Cn1c(C(=O)Nc2ccc(C(N)=O)cc2)cc2ccccc21	-3.2%	1.2%
COc1ccc(CNC(=O)CCCN2C(=O)CCn3nc(-c4cn(C)c5ccccc45)cc32)cc1	-18.0%	?
CCC1CCc2c(sc(NC(=O)C(c3ccccc3)c3ccccc3)c2C#N)C1 (configuration not stated)	3.0%	-9.2%
Cc1ccc(/C=C/S(=O)(=O)NCC(=O)OCCO)cc1	-4.0%	-11.4%
Nc1ccccc1C(=O)NCC(F)(F)F	1.6%	-4.4%
Cc1nc(-c2ccccc2)c(-c2ccccc2)s1	-21.4%	-8.2%
O=C(CCC1CCCC1)Nc1ccc2c(c1)-c1ccccc1C2	3.7%	3.6%
O=C(O)C/C(=C/c1ccc(OC(F)F)cc1)c1nc2ccccc2s1	6.5%	-1.2%
COc1ccc(Cl)cc1CNC(=O)c1scnc1C	3.8%	0.7%
O=C(NCC(c1ccccc1)c1ccccc1)c1nn(-c2ccccc2F)nc1CO	8.3%	12.0%[57.5 µM]
CCCN1C[C@H](CSC)C[C@@H]2c3cccc4[nH]cc(c34)C[C@H]21	20.0%	-4.4%
O=C(Nc1ccc(F)cc1F)c1ccc(S(=O)(=O)C2CCS(=O)(=O)C2)cc1 (configuration not stated)	-7.6%	-1.4%
Cc1ccc(CNC(=O)NCc2noc3ccc(C)cc23)cc1	10.2%	21.5%
O=C(/C=C/c1cccs1)N1CCC(Cc2ccccc2)CC1	?	-17.8%
CC1=C(C(=O)Nc2cccc(Cl)c2)C2(CCCCCC2)OC1=O	17.3%	7.7%
CC(Nc1oc(Cc2cccc3ccccc23)nc1C#N)c1ccccc1 (configuration not stated)	-6.0%	-9.7%
Cc1c(NS(C)(=O)=O)cccc1-c1nc2ccccc2s1	2.6%	-3.3%
COc1cccc(C(=O)Nc2cccc(C(=O)OCc3cc(=O)n4nc(C5CC5)sc4n3)c2)c1	-9.5%	-16.9%
Cc1ccc(NC(=O)CN2C(=O)COc3ccc(S(=O)(=O)N4CCCCCC4)cc32)cc1C	1.6%	8.6%
CC(=O)c1cccc(/C=C/c2ccccc2)c1	-4.6%	-12.9%
CCOc1ccc(OCC)c(Nc2nc3ccccc3n3nnnc23)c1	19.0%	-9.0%
CCn1ccc2c(OCC(=O)Nc3ccccc3C(F)(F)F)cccc2c1=O	-9.6%	-0.7%
COc1ccc(NC(=O)c2cnn(-c3ccc(C)cc3)c2-n2cccc2)cc1OC	-2.5%	4.7%
Further records.
SMILES	AID inhibitor	UDG counter
CCc1ccc(O)c(C(=O)c2cnc3cc(-c4ccc(C)cc4)nn3c2)c1	-12.7%	-9.3%
Cc1cc(C)c(Sc2ccccc2C(=O)O)c(C)c1	-10.7%	-5.1%
O=C(COc1ccccc1)N(Cc1cccnc1)c1nc2ccc(F)cc2s1	-7.0%	1.6%
CC(=O)Nc1cccc(C(C)NC(=O)Nc2ccc(Cl)cc2Cl)c1 (configuration not stated)	-4.6%	-4.7%
Cc1ccc(CN(CCN(C)C)C(=O)c2cccc(C#N)c2)o1	6.1%	4.1%
COCCCNC(=O)CSc1nc2ccccc2c(=O)n1Cc1ccco1	-8.7%	-17.4%
CN(CCCNC(=O)c1ccccc1)CC(F)(F)F	4.1%	7.6%
O=C(Nc1ccc(Cc2ccncc2)cc1)Nc1ccc(Cl)c(Cl)c1	-8.9%	-6.2%
C/C(=N\NC(=O)c1ccccc1C)c1ccc(C)cc1	-5.6%	-3.3%
Cc1ccc(-c2nsc(NC(=O)c3oc4ccc(Cl)cc4c3C)n2)s1	5.7%	1.2%
Cc1cccc(NC(=O)c2ccc[n+]([O-])c2)c1	-9.1%	1.4%
COc1ccccc1CNC(=O)CCCN1C(=O)CCn2nc(-c3cn(C)c4ccccc34)cc21	-8.7%	1.2%
Cc1ccc(NC(=O)CCS(=O)(=O)c2ccc(Br)cc2)c(C)c1	3.3%	57.7%[activator]
CCOC(=O)c1cnc2ccc(Cl)cc2c1Nc1ccc(OCC)cc1	-10.3%	-6.9%
Cc1ccc(C(=O)/C=C/c2ccc(Br)cc2F)o1	-9.2%	3.2%
COc1cc(NC(=O)CN2CCCN(Cc3cccc(F)c3)S2(=O)=O)cc(OC)c1	-14.6%	4.3%
N#CC(C(=O)Nc1ccccc1Cl)C(=O)c1cccc(Cl)c1 (configuration not stated)	-12.9%	1.5%
O=C(Nc1ccc(Cl)cc1F)c1cc(S(=O)(=O)NCc2ccc3c(c2)OCO3)ccc1F	16.6%	-5.1%
Cc1[nH]c2c(C(=O)N(C)C3CCS(=O)(=O)C3)cccc2c1C (configuration not stated)	0.3%	0.1%
N#Cc1cccc(NC(=O)C2CCCN2c2ncnc3ccccc23)c1 (configuration not stated)	-2.2%	4.9%
COc1ccc(-c2noc(CNC(=O)c3cc(OC)c(OC)c(OC)c3)n2)cc1	10.3%	3.4%
COc1ccc(Br)cc1S(=O)(=O)NCC(C)CN1CCCC1 (configuration not stated)	-2.7%	4.5%
COc1cc(OC)c(NC(=O)NCc2cccn2Cc2ccccc2)cc1Cl	5.0%	4.5%
CCOC(=O)c1[nH]c2ccccc2c1NC(=O)c1cc(Cl)ccc1Cl	8.6%	-2.8%
N#Cc1c(N)n[nH]c1CCCNc1ncnc2c1oc1ccccc12	-3.8%	-1.6%

Four of the compounds above, with each value named:
mol: N#Cc1c(N)n[nH]c1CCCNc1ncnc2c1oc1ccccc12
  AID inhibitor: -3.8%	UDG counter: -1.6%
mol: CCc1ccc(O)c(C(=O)c2cnc3cc(-c4ccc(C)cc4)nn3c2)c1
  AID inhibitor: -12.7%	UDG counter: -9.3%
mol: N#CC(C(=O)Nc1ccccc1Cl)C(=O)c1cccc(Cl)c1 (configuration not stated)
  AID inhibitor: -12.9%	UDG counter: 1.5%
mol: O=C(COc1ccccc1)N(Cc1cccnc1)c1nc2ccc(F)cc2s1
  AID inhibitor: -7.0%	UDG counter: 1.6%

Continued.
SMILES	AID inhibitor	UDG counter
Cc1ccc(CNC(=O)c2cc3c(=O)oc4ccc(C)cc4c3s2)cc1	0.9%	9.4%
CCOC(=O)c1c(NC(=O)c2ccc(S(=O)(=O)N(CC(C)C)CC(C)C)cc2)sc2c1CCN(CC)C2	29.5%	-7.5%
CCCc1cnc2c(c1SCC(=O)N(C)c1ccccc1)c(=O)n(C)c(=O)n2C	13.0%	-2.2%
CCOc1ccc(NC(c2ccc(Cl)cc2)c2nnc(-c3cccc(F)c3)o2)cc1 (configuration not stated)	4.5%	6.6%
COc1ccc(C(=O)Nc2ccc(-c3nc4ncccc4o3)cc2)cc1	37.8%[activator][57.5 µM]	3.9%[57.5 µM]
CCOC(=O)c1ccc(N2C(=O)c3n[nH]c(C)c3C2c2ccc(Cl)cc2Cl)cc1 (configuration not stated)	-5.7%	1.4%
COC(=O)c1c(C)oc2ccc(N(C(=O)c3ccncc3)S(=O)(=O)c3ccc(OC)cc3)cc12	3.8%	-4.9%
COc1ccccc1N1CCN(C(=O)c2oc3ccccc3c2N)CC1	-10.8%	0.0%
O=C(NCCc1ccccc1)c1ccc(CSc2nc3ccncc3n2Cc2ccc(F)cc2)cc1	?	-8.4%
CC(C)C(=O)NCCSCc1ccsc1	-4.8%	-1.3%
CCOc1ccccc1NS(=O)(=O)c1cnc(N)nc1	17.0%	4.0%
CSC1=N/C(=C\c2ccc(SC)cc2)C(=O)S1	-5.7%	-4.7%
COc1ccccc1OCC(=O)N(Cc1ccc(Cl)cc1)CC1CCCO1 (configuration not stated)	-14.8%	-8.0%
COc1ccc(NC(=O)CCCS(=O)(=O)c2nc(-c3ccc(OC)c(OC)c3)cc(C(F)(F)F)n2)cc1OC	157.4%[activator]	-9.0%
Cc1ccc(N(CC(=O)Nc2cccc(Cl)c2C)S(=O)(=O)c2c(C)noc2C)cc1	2.7%	-1.4%
CCn1c(=O)c(=O)n(CC)c2cc(N3CCCCC3)c(NC(=O)c3ccc(OC)c(OC)c3)cc21	143.2%[activator]	-2.1%
Cc1cc(C)n(CCc2nc3c4ccccc4nc(N4CCN(c5ccccc5F)CC4)n3n2)n1	-2.0%	?
CCN(C(=O)Cn1ncc2c(=O)oc3ccc(C)cc3c21)c1cc(OC)ccc1OC	?	-6.2%
COc1ccc(C(=O)Oc2c(Sc3ccccc3)c(C)nn2-c2ccccc2)cc1OC	?	2.6%
CC(=O)N1CCN(C(C(=O)O)c2c[nH]c3ccc(NC(=O)c4ccccc4)cc23)CC1 (configuration not stated)	3.1%	-2.7%
O=C(CNC(=O)c1ccccc1)OCc1cc(=O)n2nc(C3CC3)sc2n1	89.7%[activator]	3.4%
Cc1ccc(N2CCN(C(=O)c3ccc(Nc4nc5ccccc5n5nnnc45)cc3)CC2)c(C)c1	-3.4%	13.6%
COCCNC(=S)NNC(=O)Cc1ccc(OC)c(OC)c1	-6.4%	-11.8%
Cc1ccc(C2C(C#N)=C(N)Nc3ncnn32)cc1 (configuration not stated)	0.2%	3.3%
Cc1ccc(NC(=O)/C(C#N)=C\c2ccccc2OC(F)F)c(C)c1	-19.6%	-15.3%

Complete entries, looked up by structure.
`COc1ccccc1N1CCN(C(=O)c2oc3ccccc3c2N)CC1` across the screens: AID inhibitor: -10.8%; UDG counter: 0.0%
`CC(=O)N1CCN(C(C(=O)O)c2c[nH]c3ccc(NC(=O)c4ccccc4)cc23)CC1` (configuration not stated) across the screens: AID inhibitor: 3.1%; UDG counter: -2.7%

Further records.
SMILES	AID inhibitor	UDG counter
COc1ccccc1-c1cc(C(F)(F)F)nc(S(=O)(=O)CCCC(=O)Nc2ccc(F)cc2F)n1	-28.7%	-19.4%
CSc1ccccc1NC(=O)c1cc(F)c(F)cc1Cl	-10.1%	5.3%
CCn1c(C(=O)N2CCC(C(=O)NCCc3ccc(C)cc3)CC2)cc2sccc21	?	-24.2%
O=C(CN1C(=O)COc2ccc(S(=O)(=O)N3CCCCCC3)cc21)N1CCN(c2ccc(Cl)cc2)CC1	?	-3.5%
O=C(Cc1ccccc1)Nc1sc2c(c1C(=O)Nc1ccccc1Cl)CCC2	11.1%	-0.7%
CCOc1ccc(C(=O)c2cn(Cc3ccccc3OC)c3cc4c(cc3c2=O)OCCO4)cc1	?	1.0%
COc1ccc(CNC(=O)C2=C(C)C(=O)OC23CCN(C(C)=O)CC3)cc1	7.8%	-16.3%
Cc1ccccc1-c1noc(-c2ccc(NCc3cccnc3)c([N+](=O)[O-])c2)n1	21.7%	-19.6%
CC(C)(C)c1cc(-c2ccccc2)c2c3c(sc2n1)CCCC3	-4.6%	-2.3%
CCCOc1ccc2c(-c3ccccc3)cc(=O)oc2c1	-11.7%	-0.5%
Cc1cc[n+](CCc2ccccc2)cc1C	4.7%	-5.4%
O=C(Nc1ccc(F)cc1)C(=O)c1c[nH]c2ccccc12	1.5%	-9.5%
COC(=O)c1ccc(CN(C)C(=O)c2ccc(Cl)c(S(=O)(=O)NC3CC3)c2)cc1	-1.8%	-1.0%
Cc1ccc(NC(=O)CC(C)(C)CC(=O)O)cc1	-3.6%	-0.5%
Cc1cc(C)c(NC(=O)CSc2nc(=O)n(Cc3ccncc3)c3c2CCC3)c(C)c1	1.8%	-16.9%
O=C(O)c1ccc(COc2cccc(/C=N/O)c2)cc1	3.4%	4.6%
CCS(=O)(=O)N1CCc2cc(C(=O)NCc3ccccc3OC)ccc21	?	-20.1%
CCN1CC(CN(C)Cc2nnc(C)o2)Oc2ccccc21 (configuration not stated)	-6.3%	0.0%
COc1ccccc1CN=C1NS(=O)(=O)C(c2ccc(C)c(C)c2)=C1C	3.4%	-5.8%
CC(=O)Nc1cccc(CNC(=O)/C=C/c2sccc2C)c1	-0.2%	5.2%
C=C(C)Cn1c(SCC(=O)Nc2cccc(C)c2)nc2sc3c(c2c1=O)CCCC3	-1.6%	0.0%
CCCOc1ccccc1C(=O)N1CCCCC1CCN1CCOCC1 (configuration not stated)	11.9%	-0.7%
CC(C)NS(=O)(=O)c1ccc(OCC(=O)N2CCN(c3ccccc3F)CC2)cc1	-2.6%	-26.0%
COc1cc(OC)c(C(=O)OCc2ccccc2Br)cc1OC	3.4%	8.0%
COc1ccc(CCNC(=O)c2ccc3c(c2)N(Cc2ccccc2F)C(=O)c2ccccc2S3(=O)=O)cc1OC	-13.5%	-4.7%
The list goes on:
SMILES	AID inhibitor	UDG counter
Cc1ccc(S(=O)(=O)N(Cc2ccc(C(=O)NC3CC3)cc2)C2CC2)c(C)c1	-8.5%	0.0%
COC(=O)[C@]1(C)CCC[C@]2(C)C3C[C@@H]4C(C(C)C)=CC3(CCC21)[C@@H]1C(=O)CCC(=O)[C@H]41 (some centres not stated)	-23.4%	-9.9%
COc1cccc(Cn2c(C)c(CNCc3ccccc3Cl)c(C(=O)O)c2C)c1	-1.4%	-9.5%[57.5 µM]
Cn1c(=O)c2c(ncn2CCC(=O)NCC(F)(F)F)n(C)c1=O	-0.3%	-0.8%
CCCCn1c(=O)c2oc3ccccc3c2n(Cc2cccc(F)c2)c1=O	-11.8%	3.4%
CCn1c(CN2CCCCC2)nc2cc(NC(=O)COc3ccccc3C(C)(C)C)ccc21	4.3%	-1.8%
CCCCNC(=S)NN=C1CCCC1	-9.2%	-8.0%
Oc1ccc(N=Cc2cccc(OCc3ccccc3)c2)cc1	?	?
COc1ccccc1NC(=O)Cn1c(=O)n(CC2CCC(C(=O)NCCc3ccccc3)CC2)c(=O)c2ccccc21 (configuration not stated)	?	-11.1%

Not all compounds are listed, so the mix of outcomes need not match the whole.
